Tat export inh: E. coli Tat transport inhibition. E. coli MC4100 TorA-mCherry Tat export, fluorescence. inhibition, % at 10 µM. 0.036% of 340,000 active. AID 488895;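 active means mean replicate inhibition at least 50% and at least half of replicates individually reaching 50%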;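 further: exported cargo escapes ClpAP degradation while cytoplasmic cargo is degraded and loses fluorescence; 0% = median of neutral control wells and 100% = median of NaSCN control wells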
phage Ecoli inh: E. coli growth loss with phage present. growth absorbance. inhibition, % at 11.9 µM. 0.26% of 360,000 active; in the data active means inhibition above about 11%
AddAB inh: less growth of phage-infected E. coli with AddAB | AID 435030 | E. coli expressing H. pylori AddAB, absorbance growth | 0.29% of 330,000 active | inhibition, % at 11.9 µM; in the data active means inhibition above about 12%;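 further: 0% = vehicle wells of infected cells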
Wnt act: activators of Wnt/beta-catenin signaling; activation, % at 9.35 µM; Wnt/beta-catenin reporter cell assay, activator, plate reader; 1.2% of 300,000 active; in the data active means activation above about 30%, passing the limit was not always enough;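 further: 0% = neutral control wells and 100% = positive control wells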
MITF act: increases MITF-driven TRPM1 promoter luciferase signal | SK-MEL-5 TRPM1-promoter luciferase, 24 h; % of positive control, neutral wells = 0 | 0.75% of 300,000 active | activation, % at 12.5 µM;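 active means mean activation of at least 80% with every replicate also reaching 80%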;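 further: 0% = neutral control wells and 100% = parthenolide positive control wells; values of inactives mirror those of a sister screen read the other way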
CAL PDZ FP-1: inhibitors of human CAL PDZ peptide binding; purified CAL PDZ, TMR-peptide fluorescence polarization, 1 h; Q9HD26; AID 602252; inhibition, % at 24.9 µM; 0.92% of 300,000 active;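 active means mean inhibition of at least 30% with at least half of replicates also reaching 30%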;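 further: 0% = DMSO neutral control and 100% = excess unlabeled competitor peptide PRC23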
SR-BI HDL uptake: blocks mouse SR-BI lipid uptake from DiI-HDL; ldlA[mSR-BI] CHO cells, DiI-HDL uptake fluorescence, 3 h; inhibition, % at 12.5 µM; 0.96% of 320,000 active; Q61009;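 active means mean replicate inhibition of at least 70% and a set share of replicates each scoring 70 or more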;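 further: 0% = median of neutral control wells and 100% = median of positive control wells; values of inactives mirror those of a sister screen read the other way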
Target sequence (Q61009 whole entry, looked up): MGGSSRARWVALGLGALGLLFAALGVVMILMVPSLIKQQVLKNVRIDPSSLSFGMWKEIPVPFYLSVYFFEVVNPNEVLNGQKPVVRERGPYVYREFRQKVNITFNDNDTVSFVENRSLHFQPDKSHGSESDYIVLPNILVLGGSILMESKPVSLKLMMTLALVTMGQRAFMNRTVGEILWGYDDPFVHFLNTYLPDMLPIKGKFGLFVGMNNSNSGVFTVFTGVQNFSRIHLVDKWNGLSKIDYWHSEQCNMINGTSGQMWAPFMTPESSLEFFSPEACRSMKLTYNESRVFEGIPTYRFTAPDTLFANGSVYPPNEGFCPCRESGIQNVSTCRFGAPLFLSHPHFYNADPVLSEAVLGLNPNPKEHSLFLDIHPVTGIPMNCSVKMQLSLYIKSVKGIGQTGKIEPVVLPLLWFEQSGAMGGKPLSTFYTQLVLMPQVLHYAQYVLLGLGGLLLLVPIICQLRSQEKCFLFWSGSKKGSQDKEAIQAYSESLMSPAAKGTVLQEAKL
CAL PDZ FP-2: human CAL PDZ-peptide interaction inhibition. Q9HD26. purified CAL PDZ, TMR-peptide fluorescence polarization, 1 h. inhibition, % at 20 µM. 0.02% of 330,000 active. AID 504414;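 active means highest replicate inhibition of at least 40%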;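 further: plate controls were DMSO neutral control wells for no effect and unlabeled competitor peptide control wells for full effect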
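Test system: purified CerCALP PDZ construct; Compound dosing: one concentration, 20 µM compound; Also added: TMR-labelled reporter peptide T*-PRC34 bound in PDZ groove; Read-out: inhibition from polarization loss; Controls: unlabelled peptide and DMSO controls; Signal: FP readout, S and P plane fluorescence; Incubation: 1 h at RT.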
E coli growth: reduces bacterial viability in AddAB counter-screen | E. coli V3065 growth, OD600 absorbance, 18 h | inhibition, % at 11.9 µM | 0.27% of 330,000 active;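 active means inhibition above the campaign's mean inhibition across all tested compounds plus 3 SD, cut at about 9.9% in these data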;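 further: uninfected addAB+ strain grown without phage in ampicillin broth; 0% = DMSO wells and 100% = ciprofloxacin 0.95 µg/ml wells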
SR-BI uptake up: activators of SR-BI mediated HDL lipid uptake; 0.096% of 320,000 active; CHO ldlA[mSR-BI] cells, DiI-HDL uptake fluorescence, 3 h; 100 = double the neutral-control signal; AID 504775; activation, % at 12.5 µM;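 active means mean replicate activation of at least 60% and every replicate at or above 60%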;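 further: 0% = median plate neutral-control signal and 100% = twice that signal; values of inactives mirror those of a sister screen read the other way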
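Material: SR-BI-overexpressing, LDLR-lacking CHO cells; schedule: compound exposure 3 h, 37 °C; reagent: DiI-labelled HDL at 10 µg/mL final; technique: bottom-read fluorescence, 550/595 nm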
* hit, by the source's call; . = no result given.

SMILES | Tat export inh | phage Ecoli inh | AddAB inh | Wnt act | MITF act | CAL PDZ FP-1 | SR-BI HDL uptake | CAL PDZ FP-2 | E coli growth | SR-BI uptake up
CCN1C(=O)[C@H]2[C@@H](c3ccc(-c4cccc(Cl)c4)cc3)N[C@@](C)(C(=O)OC)[C@H]2C1=O | 4 | 0.7 | 1.6 | -3 | -4 | 1 | 1 | -0.7 | -1.7 | -1
O=C(c1cc2c(s1)CCCC2)N1CCN(S(=O)(=O)c2ccccc2C(F)(F)F)CC1 | 18 | 2.6 | 0.2 | -6 | -17 | 0 | 16 | -0.9 | 0.9 | -16
C1=C(CCNc2ncnc3nc[nH]c23)CCCC1 | 4 | 3.3 | 1.8 | -2 | 52 | . | -4 | -0.5 | -0.3 | 4
COc1cc(C(C(=O)NC2CCCCC2)N(C(=O)Cc2c[nH]c3ccccc23)c2ccccc2C)cc(OC)c1OC (centres undefined) | 7 | 2.7 | 1.1 | -5 | 9 | -5 | -15 | -0.8 | -3.2 | 15
O=C1C2C(C(=O)N1/N=C/c1ccc([N+](=O)[O-])o1)C1C=CC2C12CC2 (centres undefined) | -7 | 0.7 | 6.1 | 1 | -23 | 1 | -10 | -0.4 | 3.2 | 10
Nc1nc(C2CC(=O)OC23CCCCC3)cs1 (centres undefined) | 6 | 2.7 | 1.6 | . | -13 | -3 | -10 | -2.5 | 0.9 | 10
O=c1c2cccnc2n(-c2ccccc2)n1Cc1c(Cl)cccc1Cl | 3 | 3.5 | 1.6 | -1 | -2 | -5 | -31 | . | 1.5 | 31
N#C/C(=C(/O)Cc1ccccc1)P(=O)(c1ccccc1)c1ccccc1 | 3 | 1.3 | 0.1 | 3 | -7 | -2 | 0 | 0.4 | -0.9 | 0
O=C(/C=C/c1cc[n+](CC(=O)c2ccc3cccc4c3c2CC4)cc1)c1ccc2cccc3c2c1CC3 | 0 | . | -1.9 | . | 2 | -1 | . | -2.0 | -3.0 | .
COc1cc(C2C(C(=O)Nc3ccccc3OC)=C(C)Nc3ncnn32)ccc1O (centres undefined) | 7 | 1.4 | 0.6 | 1 | 4 | . | 12 | -0.9 | -1.0 | -12
Cc1csc(=O)n1CC(=O)OCC(=O)Nc1cc(S(=O)(=O)N2CCOCC2)ccc1Cl | -1 | -2.1 | -0.4 | -1 | -4 | -2 | -8 | -3.0 | -1.3 | 8
COCCN(CC1CCCN(C2Cc3ccccc3C2)C1)C(=O)CCSC (centres undefined) | 2 | 1.4 | -0.9 | 1 | -3 | 0 | 4 | -4.6 | 0.1 | -4
Cc1nn(-c2ccccc2)c(C)c1/C=N/n1c(-c2ccc(Cl)cc2)n[nH]c1=S | -3 | -0.2 | 2.4 | 1 | 4 | -3 | 14 | -3.1 | -0.9 | -14
Cc1cc(C(=O)Cn2nc(C(=O)O)c3ccccc3c2=O)c(C)n1-c1ccc(F)cc1 | 5 | 4.3 | 1.0 | 2 | 22 | -1 | 18 | -2.8 | -0.7 | -18
C=CCOc1ccc2c(c1)c(=O)cc(C(=O)O)n2CC | -3 | 0.2 | -1.9 | 4 | 1 | . | -18 | 0.8 | -2.9 | 18
CCOc1ccc(-n2c(C)cc(/C=N/N(C)C)c2C)cc1 | 5 | 3.8 | -2.3 | -2 | 1 | . | 11 | -1.1 | -2.0 | -11
COc1ccc(CCn2c(SCC(=O)Nc3cc(C)on3)nc3ccccc3c2=O)cc1OC | -2 | 3.8 | 1.1 | . | . | -1 | 14 | -0.2 | 0.8 | -14
CN(C(=O)c1ccc(NC(=O)Cc2cccc(NC(=O)C3CCCN(C(=O)C4CC4)C3)c2)cc1)C1CCCC1 (centres undefined) | -2 | 3.2 | 0.9 | -4 | -5 | -1 | 56 | -2.8 | 1.8 | -56
CCOC(=O)c1[nH]cnc1C(=O)Nc1cccc(OC)c1 | -1 | 2.2 | 0.2 | 3 | 7 | -5 | . | -3.6 | -0.4 | .
Cc1cccc(C(=O)Nc2ccc3c(c2)nc(C)n3C)c1 | 8 | 0.7 | -1.4 | 29 | -1 | 1 | 3 | -1.6 | -1.3 | -3
COc1cccc2c(O)c(-c3ccccc3)c(=O)[nH]c12 | . | 3.9 | -0.3 | -1 | . | . | . | . | -0.3 | .
Cc1c(C(=O)N2CC3(CC(c4cccc(NC(=O)CC(c5ccccc5)c5ccccc5)c4)=NO3)C[C@@H]2C(N)=O)cc([N+](=O)[O-])cc1[N+](=O)[O-] (some centres undefined) | 4 | 1.4 | 3.5 | -6 | -34 | 1 | 14 | -0.5 | 0.8 | -14
Cc1cc(C)n(C(=O)c2ccc(S(=O)(=O)N3CCOCC3)cc2)n1 | -5 | . | -2.0 | -1 | 2 | . | 49 | -1.5 | -1.8 | -49
CCNC(=O)Oc1ccc[nH]c1=O | -5 | -2.5 | -1.1 | 6 | -4 | -6 | -11 | -0.3 | 0.4 | 11
CC1CCc2nc(NC(=O)CCSc3ccccc3)sc2C1 (centres undefined) | 5 | 3.6 | 0.5 | 1 | 15 | -1 | 2 | -0.7 | 0.9 | -2

Brought forward from above: four compounds, then new ones.
SMILES | Tat export inh | phage Ecoli inh | AddAB inh | Wnt act | MITF act | CAL PDZ FP-1 | SR-BI HDL uptake | CAL PDZ FP-2 | E coli growth | SR-BI uptake up
Cc1c(C(=O)N2CC3(CC(c4cccc(NC(=O)CC(c5ccccc5)c5ccccc5)c4)=NO3)C[C@@H]2C(N)=O)cc([N+](=O)[O-])cc1[N+](=O)[O-] (some centres undefined) | 4 | 1.4 | 3.5 | -6 | -34 | 1 | 14 | -0.5 | 0.8 | -14
Cc1cc(C)n(C(=O)c2ccc(S(=O)(=O)N3CCOCC3)cc2)n1 | -5 | . | -2.0 | -1 | 2 | . | 49 | -1.5 | -1.8 | -49
CCNC(=O)Oc1ccc[nH]c1=O | -5 | -2.5 | -1.1 | 6 | -4 | -6 | -11 | -0.3 | 0.4 | 11
CC1CCc2nc(NC(=O)CCSc3ccccc3)sc2C1 (centres undefined) | 5 | 3.6 | 0.5 | 1 | 15 | -1 | 2 | -0.7 | 0.9 | -2
Fc1ccc(-c2csc(NC3=NCCC3)n2)cc1 | 13 | -1.1 | -0.9 | 0 | 56 | -7 | 6 | 0.7 | -3.6 | -6
COc1ccc(NC(=O)CO/N=C/C(=O)Nc2ccccc2C)c([N+](=O)[O-])c1 | 1 | 1.1 | 3.6 | 13 | 18 | 0 | 13 | -0.5 | -0.5 | -13
O=Cc1c(-c2ccc(Cl)cc2)oc2ccc(O)cc12 | . | 1.9 | 1.1 | 84* | . | . | . | . | 0.9 | .
O=C(Cc1ccc([N+](=O)[O-])cc1)Nc1ccc(Cl)cc1 | -3 | 2.3 | 1.1 | 1 | 11 | -4 | 10 | -0.2 | -0.3 | -10
Cn1nnnc1Sc1ncnc2scc(-c3cccs3)c12 | -8 | . | 2.0 | . | -88 | 0 | -14 | -0.8 | 0.6 | 14
COc1cccc2c1OCC/C2=N\NC(=O)C(C)Oc1ccc([N+](=O)[O-])cc1 (centres undefined) | -6 | 3.7 | 2.3 | -4 | 13 | 5 | -10 | -0.6 | 2.8 | 10
CN(CC(=O)Nc1cccc(F)c1)C(=O)c1cc(S(=O)(=O)N2CCN(c3ccccc3)CC2)ccc1Cl | -4 | 0.9 | -2.0 | -1 | -25 | 2 | 0 | 0.9 | -1.2 | 0
Cc1ccc(NC(=O)CN(C)C(=O)c2ccc(Sc3nncn3C)c([N+](=O)[O-])c2)cc1 | -4 | -0.5 | 1.1 | -4 | 1 | 8 | 5 | -0.7 | -1.2 | -5
O=C(OCc1ccc([N+](=O)[O-])cc1)c1cc2ccccc2oc1=O | 7 | -2.6 | -0.9 | -2 | . | . | -12 | 0.4 | 1.3 | 12
O=C(CSc1nnc(-c2ccco2)o1)NC1CCCCC1 | 13 | 3.4 | 0.7 | -5 | . | 2 | -4 | -1.3 | -1.2 | 4
O=C(O)CC1S/C(=N\N=C2CCCCCC2)N(c2ccccc2)C1=O (centres undefined) | 19 | 2.4 | 1.8 | -2 | 0 | 0 | -6 | 0.1 | 2.8 | 6
COCCCN1C2=C(C(=O)CC(C)(C)C2)C(c2ccc(OC)c(OC)c2)C2=C1CC(C)(C)CC2=O | 1 | 3.1 | . | -1 | -11 | -3 | -26 | 0.5 | . | 26
CCOc1ccc(NC(=O)CSc2nnc(-c3ccoc3C)n2CC2CCCO2)cc1 (centres undefined) | 7 | 1.1 | 2.4 | 2 | 3 | -3 | 10 | -1.8 | -3.2 | -10
O=C(Nc1ccc2c(c1)OCCO2)C1CCN(C(=O)c2ccccc2)CC1 | -7 | 4.3 | -0.2 | . | 11 | -4 | -22 | 0.0 | 0.8 | 22
Cc1cc(/C=C(\C#N)C(=O)O)c(C)n1CC(C)C | -18 | 8.1 | -1.9 | 6 | -59 | 1 | -33 | -1.9 | 1.6 | 33
c1cncc(CNc2ncn[nH]2)c1 | -4 | 3.2 | 2.4 | 4 | 7 | -1 | -4 | 0.0 | 0.4 | 4
CC(C)Oc1ccc(N2CC(C(=O)Nc3ccccc3C(=O)NC3CC3)CC2=O)cc1 (centres undefined) | 5 | 1.3 | 0.2 | 3 | -7 | 1 | 22 | -2.4 | 1.2 | -22
CC(C)COC(=O)N1CCN(S(=O)(=O)c2ccc3c(c2)CCC3)CC1 | 3 | -2.5 | 3.4 | -3 | . | -1 | 27 | 0.0 | -1.1 | -27
CCOc1ccc(-c2c(=O)n(OCc3ccccn3)c3ccccc3[n+]2[O-])cc1 | -1 | 1.4 | -0.5 | 12 | 25 | . | -3 | -0.3 | 0.6 | 3
CS(=O)(=O)NCCCCNc1ccc(C(F)(F)F)cc1[N+](=O)[O-] | -7 | 5.2 | -0.2 | -1 | 8 | 3 | -12 | -0.1 | -3.3 | 12
CCOC(=O)C1=C(COC(=O)c2ccc3ccccc3c2O)NC(=O)NC1C (centres undefined) | -3 | -1.8 | 2.3 | -1 | -8 | 1 | 56 | -1.0 | 0.0 | -56
Cc1ccc(Cl)cc1N1CCN(C(c2ccc(C#N)cc2)c2nnnn2C2CCCC2)CC1 (centres undefined) | -1 | 0.3 | -0.5 | . | 10 | -1 | 33 | -2.0 | 2.2 | -33
O=C1CC(Sc2cccs2)C(=O)N1c1ccccc1 (centres undefined) | -9 | 0.6 | 2.5 | 2 | -11 | -4 | -14 | -0.4 | 0.2 | 14
COc1ccc([N+](=O)[O-])cc1N(CC(=O)NCCSc1ccccc1)S(C)(=O)=O | -3 | 4.9 | -0.3 | 0 | -4 | -1 | -6 | . | -0.3 | 6
CN(C)S(=O)(=O)c1ccc(NC(=O)CN2CCC(Cc3ccccc3)CC2)cc1 | 5 | 2.9 | 5.4 | 0 | 0 | . | -14 | 0.4 | 4.8 | 14
CCCCC[C@@H](/C=C/C1C(=O)C=C[C@H]1C/C=C\CCCC(=O)O)OC(C)=O (some centres undefined) | 4 | 0.5 | . | 0 | -4 | -3 | -18 | -0.5 | . | 18
COc1ccc(CN(C)C(=O)c2cnc(C)cn2)c(OC)c1OC | 7 | 0.1 | 1.3 | -1 | -7 | 0 | . | -1.1 | -1.0 | .
COc1ccccc1CNC(=O)C1CC2Cn3c(nc4cc(Cl)c(Cl)cc43)C2N1C (centres undefined) | 1 | 1.9 | 1.3 | -1 | 8 | -2 | 13 | 0.3 | 0.7 | -13
CC(=O)O/N=C(\N)c1ccc(-c2csnn2)cc1 | 3 | 1.8 | 5.5 | -1 | 43 | -4 | 14 | -0.5 | 0.6 | -14

High-throughput results from PubChem BioAssay.
